# Wnt act = Wnt/beta-catenin pathway activation. Wnt/beta-catenin reporter cell assay, activator, plate reader. activation, % at 9.35 µM. 1.2% of 300,000 active. AID 743398; in the data active means activation above about 30%, passing the limit was not always enough;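 further: 0% = neutral control wells and 100% = positive control wells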
# CAL PDZ FP = blocks peptide binding to human CAL PDZ domain; Q9HD26; purified CAL PDZ, TMR-peptide fluorescence polarization, 1 h; 0.02% of 330,000 active; inhibition, % at 20 µM;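 active means highest replicate inhibition of at least 40%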;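 further: plate controls were DMSO neutral control wells for no effect and unlabeled competitor peptide control wells for full effect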
#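 material = purified tagged CAL PDZ domain construct (CerCALP) | buffer or medium = sodium phosphate/NaCl buffer pH 7.4 with TCEP, IgG, Thesit | reagent = TMR-labelled reporter peptide T*-PRC34 bound in PDZ groove | incubation = 1 h room-temperature incubation prior to read | measured by = fluorescence polarization (mP) | evaluation = percent inhibition from loss of millipolarization | control set = unlabelled peptide and DMSO controls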
# PvdQ acylase = P. aeruginosa PvdQ acylase inhibition; purified PvdQ acylase, fluorescence plate reader; inhibition, % at 10 µM; 0.063% of 340,000 active; in the data active means inhibition above about 30%, passing the limit was not always enough;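 further: 0% = vehicle neutral wells and 100% = reference inhibitor wells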
# DAGLB inhibitor = blocks human DAGLB lipase activity; AID 504411; inhibition, % at 5.17 µM; 0.059% of 340,000 active; HEK293T DAGLB membrane lysate, EnzChek fluorogenic substrate; Q8NCG7; in the data active means inhibition above about 34%;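 further: 0% = enzyme with vehicle and 100% = wells lacking enzyme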
# Target sequence (Q8NCG7 whole entry, looked up): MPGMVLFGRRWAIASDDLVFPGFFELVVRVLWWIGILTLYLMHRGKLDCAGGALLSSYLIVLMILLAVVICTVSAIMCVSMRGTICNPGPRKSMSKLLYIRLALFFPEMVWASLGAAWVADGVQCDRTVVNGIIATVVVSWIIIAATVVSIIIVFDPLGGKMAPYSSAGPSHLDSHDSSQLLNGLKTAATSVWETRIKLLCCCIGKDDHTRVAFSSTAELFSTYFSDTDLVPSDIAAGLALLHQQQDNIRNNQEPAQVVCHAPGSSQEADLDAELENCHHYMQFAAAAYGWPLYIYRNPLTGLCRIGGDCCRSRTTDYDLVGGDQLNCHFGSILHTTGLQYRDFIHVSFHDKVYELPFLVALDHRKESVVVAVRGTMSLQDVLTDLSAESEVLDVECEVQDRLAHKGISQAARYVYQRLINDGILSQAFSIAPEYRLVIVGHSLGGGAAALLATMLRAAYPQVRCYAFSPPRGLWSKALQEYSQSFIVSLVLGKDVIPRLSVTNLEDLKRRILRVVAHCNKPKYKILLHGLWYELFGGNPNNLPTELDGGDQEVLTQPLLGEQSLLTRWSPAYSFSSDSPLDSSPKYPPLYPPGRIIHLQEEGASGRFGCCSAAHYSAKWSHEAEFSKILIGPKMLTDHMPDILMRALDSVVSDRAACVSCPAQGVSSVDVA
# Tat export inh = E. coli Tat transport inhibition; E. coli MC4100 TorA-mCherry Tat export, fluorescence; inhibition, % at 10 µM; 0.036% of 340,000 active; AID 488895;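 active means mean replicate inhibition at least 50% and at least half of replicates individually reaching 50%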;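 further: exported cargo escapes ClpAP degradation while cytoplasmic cargo is degraded and loses fluorescence; 0% = median of neutral control wells and 100% = median of NaSCN control wells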
# Rtt109 Vps75 = blocks Candida albicans Rtt109/Vps75 acetyltransferase activity | Q5AAJ8 | purified Rtt109/Vps75, ThioGlo CoA-SH fluorescence, 4 h | inhibition, % at 34.9 µM | 0.16% of 330,000 active;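 active means inhibition of at least 50% in every replicate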
# Target sequence (Q5AAJ8 whole entry, looked up): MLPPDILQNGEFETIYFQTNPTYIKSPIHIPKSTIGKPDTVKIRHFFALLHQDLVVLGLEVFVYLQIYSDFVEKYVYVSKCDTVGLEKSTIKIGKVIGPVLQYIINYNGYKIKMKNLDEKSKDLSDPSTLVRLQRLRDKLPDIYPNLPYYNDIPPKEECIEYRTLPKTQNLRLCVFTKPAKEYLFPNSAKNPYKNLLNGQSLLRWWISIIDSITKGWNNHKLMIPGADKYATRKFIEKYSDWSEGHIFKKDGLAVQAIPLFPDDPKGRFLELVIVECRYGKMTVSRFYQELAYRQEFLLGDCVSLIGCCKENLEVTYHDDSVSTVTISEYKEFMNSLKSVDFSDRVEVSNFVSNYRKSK
# PfHsp90 yeast 2 = inhibits growth of yeast expressing Plasmodium falciparum Hsp90; S. cerevisiae expressing PfHsp90, BacTiter-Glo ATP, 48 h; yeast lacking PDR1 and PDR3 efflux regulators; inhibition, % at 9.4 µM; 0.32% of 310,000 active; AID 504621;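 active means every replicate shows inhibition above about 80%, whatever the replicate mean, limit read from the data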;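 further: 0% = DMSO neutral controls and 100% = 20 µM radicicol positive controls; yeast relying on Plasmodium falciparum Hsp90 in place of its own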
# phage Ecoli inh = E. coli growth loss with phage present; 0.26% of 360,000 active; AID 651602; growth absorbance; inhibition, % at 11.9 µM; in the data active means inhibition above about 11%
# E coli growth = bacterial growth inhibition, counter-screen for AddAB inhibitors | E. coli V3065 growth, OD600 absorbance, 18 h | inhibition, % at 11.9 µM | 0.27% of 330,000 active;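 active means inhibition above the campaign's mean inhibition across all tested compounds plus 3 SD, cut at about 9.9% in these data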;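 further: uninfected addAB+ strain grown without phage in ampicillin broth; 0% = DMSO wells and 100% = ciprofloxacin 0.95 µg/ml wells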
# AddAB inh = less growth of phage-infected E. coli with AddAB | E. coli expressing H. pylori AddAB, absorbance growth | 0.29% of 330,000 active | inhibition, % at 11.9 µM; in the data active means inhibition above about 12%;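 further: 0% = vehicle wells of infected cells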
# * hit, by the source's call; x = no result given.
SMILES,Wnt act,CAL PDZ FP,PvdQ acylase,DAGLB inhibitor,Tat export inh,Rtt109 Vps75,PfHsp90 yeast 2,phage Ecoli inh,E coli growth,AddAB inh
CN(Cc1ccccc1)C(=O)c1nc2ccccn2c1CNCCOc1cccnc1,0.6,-2.1,3.9,0.4,-3.1,-12.5,-8.5,1.1,-0.3,3.8
Cc1ccc(C)c(OC(=O)c2cccnc2)c1,x,0.9,11.1,-2.9,8.5,14.4,3.4,x,0.0,0.5
C[C@H](CO)N1C[C@H](C)[C@H](CN(C)C(=O)Nc2ccc(F)cc2)Oc2ccc(NC(=O)NC3CCCCC3)cc2CC1=O,-1.3,-0.6,-3.3,0.1,5.8,28.6,-34.6,-1.4,-1.4,-1.7
COc1ccccc1NC(=O)CSc1nc2ccccc2nc1N1CC(C)OC(C)C1 (stereo not drawn),-4.4,0.0,-7.5,-11.3,13.0,-13.3,10.9,3.1,-1.1,-0.6
CCCc1cc(=O)oc2cc(OCC(=O)NC(Cc3ccc(Cl)cc3)C(=O)O)ccc12 (stereo not drawn),-1.1,0.1,-9.0,1.8,4.7,-2.3,5.7,5.1,1.3,1.5
COc1ccc(N/C=C\C(=O)c2ccc3ccccc3c2)cc1,9.9,-0.5,-11.3,1.0,3.3,-2.8,-28.5,-1.3,0.5,1.5
CCOc1ccc(NC(=O)CSc2nnc(C)n2CC2CCCO2)cc1 (stereo not drawn),-2.6,-1.5,-22.4,1.8,3.4,-3.7,9.2,0.6,-0.5,0.7
COc1ccc(Cl)cc1NC(=O)Cn1c(=O)oc2ccccc21,0.8,-0.5,-11.6,0.1,-3.8,3.9,2.7,-3.6,-0.8,-2.3
COc1ccc(CC(=O)N2CCN(c3ccccc3OC)CC2)cc1,0.1,-1.1,8.1,-1.5,-2.6,-3.1,0.2,1.1,0.6,-0.8
O=C(CCCCCn1c(=S)[nH]c2ccc(N3CCOCC3)cc2c1=O)NC1CCN(Cc2ccccc2)CC1,-4.0,0.6,2.9,-0.6,-2.3,2.1,4.3,0.4,-3.4,-2.3
CN(C)c1ccc(/C=C2\SC(=O)N(CC(O)Cn3c4ccccc4c4ccccc43)C2=O)cc1 (stereo not drawn),x,-0.5,-12.5,-2.4,1.6,-1.1,-9.6,2.4,-3.0,-0.2
COc1cccc(-c2nn[nH]n2)c1O,-1.3,0.1,-12.0,1.8,-6.6,-5.1,-0.5,1.0,-1.7,-1.6
O=C1CCCC2=C1C1(CCCCC1)N=C(Nc1nc3ccccc3s1)N2,x,-1.9,1.1,-0.2,-4.3,18.9,-9.3,1.3,-1.9,-0.8
CN1CCN(C(=S)SCc2nc(N)nc(Nc3ccc(F)cc3)n2)CC1,2.1,-1.8,-10.1,-0.1,-6.7,5.7,-22.4,2.0,-1.6,0.8
C=CCOn1c(=O)c(-c2ccc(OC)c(OC)c2)[n+]([O-])c2ccccc21,x,-1.2,-3.8,4.0,-7.1,0.4,36.9,3.2,2.4,2.0
O=S(=O)(c1ccccc1)c1nc(-c2ccco2)oc1Nc1ccccc1,18.5,0.4,-2.9,0.1,2.2,0.3,19.8,0.9,3.2,0.7
CCN(C(=O)CSc1nnc(Nc2ccc(OC)cc2)s1)C1CCS(=O)(=O)C1 (stereo not drawn),1.8,-0.9,-10.6,1.3,-2.9,-2.7,18.7,3.6,-1.1,1.1
O=C(NCC1CCCO1)C1CCC(=O)N1Cc1ccc(F)cc1 (stereo not drawn),x,-0.9,8.5,0.5,-7.2,0.6,x,1.8,-0.2,1.6
O=C(CCCn1c(=O)[nH]c2cc(Cl)ccc2c1=O)NCCCN1CCCC1,x,-1.3,-24.7,-1.4,1.8,-5.4,-32.4,0.8,0.0,2.7
O=C(CN1C(=O)C(=O)c2ccccc21)NCCc1ccccc1,-1.0,-0.3,-2.2,2.0,2.4,-6.0,-2.9,2.8,-2.5,-2.4
O=C(Nc1ccccc1NC(=O)c1ccccc1F)c1ccccc1F,-0.9,-0.1,-6.6,0.7,-11.4,-0.2,12.9,4.2,x,x
COc1ccc(NC(=O)CN(C)C(=O)C2CC(=O)N(c3cccc4ccccc34)C2)cc1 (stereo not drawn),-4.5,-2.3,-10.3,0.9,-11.2,2.9,15.1,2.3,-1.2,1.1
O=C(COc1ccccc1O)Nc1ccc(Cl)cc1,x,-4.3,-10.7,-3.1,0.2,-4.1,1.9,2.2,0.4,2.7
Cc1ccccc1CN(C)CC(=O)Nc1ccccc1-c1ccccc1,-6.4,-0.4,-4.9,-11.2,14.6,-1.4,8.3,6.1,-1.5,2.6
CCOC(=O)c1sc(N/N=C/c2ccc(N(C)C)cc2)nc1C,-0.7,-0.2,6.2,1.2,-5.3,x,-3.7,-1.3,-1.4,3.0
Cc1ccnc(NC(=O)CC(c2ccccc2)c2ccccc2)n1,-1.2,-2.5,-17.7,-0.2,4.3,-4.9,-10.0,2.7,1.4,5.9
COC(=O)CCC(=O)OC1(C)C(=O)C=C2C=C3CCCN3C=C2C1=O (stereo not drawn),-1.3,0.8,-10.1,0.9,-4.9,3.7,x,4.6,2.5,4.2
Cc1ccc(/C=N/n2c(-c3ccncc3)n[nH]c2=S)o1,-2.2,-2.2,-8.8,-0.6,-4.5,x,14.4,0.0,-2.2,0.8
C=CCNC(=S)N/N=C/c1cn(C)c2ccccc12,2.2,x,x,x,x,x,x,2.3,-2.2,4.8
COc1cc(-c2ccc(NC(=O)CN3CCC(C)CC3)c(OC)c2)ccc1NC(=O)CN1CCC(C)CC1,x,-0.3,-12.0,0.3,-2.4,8.3,-14.9,2.2,x,x

# Entries shown so far containing an aryl thioether with sulfur outside any ring (three):
SMILES,Wnt act,CAL PDZ FP,PvdQ acylase,DAGLB inhibitor,Tat export inh,Rtt109 Vps75,PfHsp90 yeast 2,phage Ecoli inh,E coli growth,AddAB inh
COc1ccccc1NC(=O)CSc1nc2ccccc2nc1N1CC(C)OC(C)C1 (stereo not drawn),-4.4,0.0,-7.5,-11.3,13.0,-13.3,10.9,3.1,-1.1,-0.6
CCOc1ccc(NC(=O)CSc2nnc(C)n2CC2CCCO2)cc1 (stereo not drawn),-2.6,-1.5,-22.4,1.8,3.4,-3.7,9.2,0.6,-0.5,0.7
CCN(C(=O)CSc1nnc(Nc2ccc(OC)cc2)s1)C1CCS(=O)(=O)C1 (stereo not drawn),1.8,-0.9,-10.6,1.3,-2.9,-2.7,18.7,3.6,-1.1,1.1

# (continued)
SMILES,Wnt act,CAL PDZ FP,PvdQ acylase,DAGLB inhibitor,Tat export inh,Rtt109 Vps75,PfHsp90 yeast 2,phage Ecoli inh,E coli growth,AddAB inh
O=C(Nc1ccc(Cl)cc1)c1csc(-c2ccncc2)n1,0.1,-2.5,-15.7,-10.3,-4.0,12.4,-51.6,3.3,0.1,4.6
O=C(CN1CCc2ccccc21)NN1CC(=O)N(c2ccccc2)CC1=O,2.4,-0.1,-1.9,-1.6,-1.3,19.1,1.6,-0.1,-0.2,0.0
COc1ccc(OC)c(-c2cc(C(=O)N3CCCc4ccccc43)no2)c1,-3.2,-0.1,4.1,-9.2,1.3,4.2,-6.0,1.1,-0.1,1.3
O=C(Nc1ccc2c(c1)OCO2)c1cc2n(n1)C(C(F)(F)F)CC(c1ccccc1)N2 (stereo not drawn),1.5,0.4,2.7,-1.2,-5.6,-15.3,1.9,2.9,-0.4,-2.4
Cc1ccc(-c2cc(C(=O)N/N=C/c3ccccc3O)n[nH]2)o1,-3.6,-3.5,1.8,3.0,-29.8,12.5,-5.1,10.7,3.9,9.0
O=C(CSc1nnnn1-c1cccc2c1CCCC2)NC1CCCC1,x,-0.9,-7.5,-4.6,0.4,2.1,-5.0,1.9,0.8,-1.0
CC[C@@H]1C=C(C(=O)O)[C@H](c2ccc(Br)cc2)N1S(=O)(=O)c1ccc(C)cc1,-2.3,-0.4,-9.1,-5.1,6.4,0.8,-44.9,-0.7,3.0,2.2
O=C(OCC(=O)N1CCOCC1)c1ccccc1OCc1ccccc1,-2.6,-0.8,-10.7,-1.6,-1.7,-5.8,1.8,1.7,-0.5,3.1
COC(=O)C(C)Sc1nc2c(cnn2-c2ccc(Cl)cc2)c(=O)[nH]1 (stereo not drawn),1.2,2.6,-4.0,1.9,5.1,5.8,4.6,0.6,0.4,-4.9
O=C(/C=C/c1ccco1)NC(=S)Nc1cccc(-c2nc3ccccc3o2)c1,x,-1.2,-1.4,-2.0,0.4,-1.2,x,0.3,-0.4,3.1
COc1ccc(CCNC(=O)COc2ccc3c(C)cc(=O)oc3c2)cc1,-0.8,1.4,-15.9,0.0,-3.5,-9.7,47.3,-0.1,1.0,1.1
Cc1c(NC(=O)c2cn3ccccc3n2)cccc1-n1cnnn1,12.8,-2.2,-4.5,-4.4,-2.3,-7.8,13.1,2.5,-0.8,3.4
O=C(COC(=O)Cc1ccc(Cl)cc1Cl)Nc1ccc(OC(F)F)cc1,x,-0.9,-7.5,-13.5,-0.3,9.7,-27.4,3.4,-1.3,1.8
CC(C)c1ccc(NC(=O)c2cccnc2)cc1,x,-5.4,-2.5,2.5,1.8,-3.5,2.7,3.1,2.7,2.3
Cc1ccccc1OCC(=O)Nc1sc2c(c1C#N)CC(C)(C)NC2(C)C,-2.4,-0.5,-13.3,-2.9,-6.2,1.1,12.1,0.2,-0.3,1.1
Cc1cc(Nc2cc(C(=O)O)ccc2C)n2ncnc2n1,0.4,-0.1,-17.9,-3.7,5.7,-7.0,-1.9,0.9,1.9,5.1
Cc1ccc(-c2c3c(=O)n(C)c(=O)n(C)c3cn2Cc2ccccc2)cc1,x,-1.1,-14.5,2.1,-3.2,16.4,-4.0,2.0,1.1,0.2
Cc1cc([N+](=O)[O-])ccc1N,4.2,-2.7,-2.8,1.8,22.8,-1.5,16.1,1.1,-0.1,3.1
Nc1c(C(=O)NC2CCCC2)c2nc3ccccc3nc2n1/N=C/c1ccco1,x,-1.7,0.2,0.0,-3.2,7.9,x,x,-1.5,2.0
Cc1nn(-c2ccc(N3CCOCC3)nn2)c(C)c1CCC(=O)NCc1ccc(F)cc1,-0.6,-1.5,-6.4,1.3,-0.1,-6.7,-5.2,0.1,-0.2,3.1
Cc1ccc(C(=O)c2ccccc2C(=O)OCC(=O)Nc2cccc([N+](=O)[O-])c2)cc1,x,-1.5,-11.8,-0.9,5.4,-0.7,-2.2,2.0,-1.0,0.5
CCC1(c2ccc(F)cc2)NC(=O)N(CC(=O)N2CCN(C(=O)c3ccco3)CC2)C1=O (stereo not drawn),-2.2,-0.3,-13.2,0.3,7.7,0.3,-8.6,2.1,0.0,3.1

# Taken from above.
# Cc1c(NC(=O)c2cn3ccccc3n2)cccc1-n1cnnn1 @ Tat export inh: -2.3
# CCC1(c2ccc(F)cc2)NC(=O)N(CC(=O)N2CCN(C(=O)c3ccco3)CC2)C1=O (stereo not drawn) @ Tat export inh: 7.7
# Nc1c(C(=O)NC2CCCC2)c2nc3ccccc3nc2n1/N=C/c1ccco1 @ E coli growth: -1.5
# Cc1ccccc1OCC(=O)Nc1sc2c(c1C#N)CC(C)(C)NC2(C)C @ E coli growth: -0.3
# Cc1nn(-c2ccc(N3CCOCC3)nn2)c(C)c1CCC(=O)NCc1ccc(F)cc1 @ Tat export inh: -0.1
# Cc1ccc(C(=O)c2ccccc2C(=O)OCC(=O)Nc2cccc([N+](=O)[O-])c2)cc1 @ CAL PDZ FP: -1.5
